Screens from PubChem.
PP1 counter – blocks human PP1-alpha phosphatase, a PP5 counter-screen; P62136; purified PP1alpha, OMFP fluorescence; inhibition, % at 6.7 µM; 320,000 tested, 0.9% active; AID 2235;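 active = inhibition above the mean inhibition of all tested compounds plus 3 SD, computed separately for each screening campaign, cut at about 15% in these data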
Efflux pump mplx – antifungal efflux pump inhibition, Nile Red retention; inhibition, % at 10 µM; 330,000 tested, 0.44% active; S. cerevisiae Candida pump triplex; AID 485275;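 active = plate passing quality check with inhibition over a set limit, or well fluorescence over plate mean plus 4 SD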;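 note: Nile Red retained in pooled yeast measured as flow cytometry median fluorescence; 0% = buffer negative control and 100% = Enniatin B positive control; higher means more Nile Red kept so more efflux inhibition; some compounds called inactive have numbers as strong as hits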
proCasp3 act – procaspase-3 (human) activation. recombinant procaspase-3 D3A, Ac-DEVD-pNA absorbance 405 nm. 330,000 tested, 0.11% active. P42574. activation, % at 8.5 µM;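 active = activation above the mean of all tested compounds plus 3 SD, cut at about 21% in these data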;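 note: 0% = DMSO alone and 100% = DMSO wells spiked with extra 5 µM PC-3 D3A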
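System: Procaspase-3 D3A mutant. Medium: Zinc-free 300 mM NaCl, 50 mM HEPES, 0.01% Triton X-100. Schedule: 1 h preincubation plus 2 h reaction at 25 °C. Measured by: 405 nm absorbance of p-nitroaniline, reads at 0 and 120 min. Read-out: percent activation relative to control range.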
CTSL1 counter – blocks F. hepatica cathepsin L1 in PFM18AAP counter-screen. 300,000 tested, 0.49% active. recombinant F. hepatica cathepsin L1, Z-Leu-Arg-MCA fluorescence. inhibition, % at 5.96 µM;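 active = inhibition above the mean of all tested compounds plus 3 SD, set per screening campaign, cut at about 17% in these data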;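 note: 0% = plate median of test compound wells and 100% = 1 µM Z-Phe-Ala-diazomethylketone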
PP5 inh – blocks human protein phosphatase 5 activity; purified PP5c, OMFP substrate fluorescence; P53041; inhibition, % at 6.7 µM; 320,000 tested, 0.18% active;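 active = inhibition above the campaign's mean inhibition across all tested compounds plus 3 SD, cut at about 9.5% in these data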;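 note: 0% = DMSO only and 100% = 100 µM cantharidin control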
Target sequence (P53041 whole entry, looked up): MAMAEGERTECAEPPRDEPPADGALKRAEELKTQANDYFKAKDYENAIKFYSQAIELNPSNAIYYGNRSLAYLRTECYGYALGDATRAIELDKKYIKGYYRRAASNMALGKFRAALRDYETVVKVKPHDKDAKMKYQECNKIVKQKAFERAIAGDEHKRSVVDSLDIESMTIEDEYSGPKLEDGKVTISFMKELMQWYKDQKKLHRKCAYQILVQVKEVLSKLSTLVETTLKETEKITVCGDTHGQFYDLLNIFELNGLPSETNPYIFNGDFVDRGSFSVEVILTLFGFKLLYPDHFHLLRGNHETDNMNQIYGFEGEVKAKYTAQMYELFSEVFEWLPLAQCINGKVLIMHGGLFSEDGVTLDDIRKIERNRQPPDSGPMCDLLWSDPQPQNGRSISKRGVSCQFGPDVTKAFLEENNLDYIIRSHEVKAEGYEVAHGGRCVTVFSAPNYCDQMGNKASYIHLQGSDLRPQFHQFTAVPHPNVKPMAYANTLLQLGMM
proCasp7 act – counter-screen: procaspase-7 (human) activation; P55210; recombinant procaspase-7, Ac-DEVD-pNA absorbance 405 nm; D23A/D198A/D206A triple mutant, cannot self-cleave; scale: DMSO 0, 5 µM enzyme 100; activation, % at 8.5 µM; 330,000 tested, 0.093% active;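 active = percent activation above the screen-wide mean plus 3 SD, cut at about 25% in these data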
Target sequence (P55210 whole entry D23A/D198A/D206A): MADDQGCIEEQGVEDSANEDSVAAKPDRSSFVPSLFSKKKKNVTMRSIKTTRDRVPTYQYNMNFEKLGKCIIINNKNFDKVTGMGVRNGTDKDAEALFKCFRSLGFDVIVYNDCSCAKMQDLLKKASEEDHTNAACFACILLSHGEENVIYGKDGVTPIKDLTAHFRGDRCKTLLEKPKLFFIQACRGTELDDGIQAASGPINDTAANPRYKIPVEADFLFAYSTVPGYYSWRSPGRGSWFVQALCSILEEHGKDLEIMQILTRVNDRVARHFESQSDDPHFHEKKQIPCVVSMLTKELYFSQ
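signal = Epi-absorbance of released pNA at 405 nm, two timepoints | assay system = Uncleavable procaspase-7 mutant enzyme | reagent = Ac-DEVD-pNA substrate, 400 µM as added | times = 1 h enzyme–compound preincubation and 2 h substrate reaction, both 25 °C | benchmarks = low DMSO alone, high DMSO plus 5 µM PC-7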
core dimer inh – HCV core protein dimerization inhibition. TR-FRET GST/Flag-core106 dimerization, 1536-well. inhibition, % at 5 µM. 300,000 tested, 0.33% active. AID 1899;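 active = inhibition above the mean of all tested compounds plus 3 SD, set per screening campaign, cut at about 45% in these data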
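assay system = GST-tagged and Flag-tagged HCV core protein residues 1-106 | controls = unlabelled core106 and no-GST-core106 wells | incubation = compound-protein-antibody incubation 4 h at 22.5 °C | probe or stimulus = Eu donor and XL665 acceptor anti-tag antibodies | read-out = % inhibition based on acceptor/donor emission ratio | signal = TR-FRET 671 and 617 nm emission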
TPT1 inhibitor – blocks Candida albicans tRNA 2'-phosphotransferase; recombinant caTPT1, FP RNA substrate dephosphorylation; inhibition, % at 5 µM; 300,000 tested, 0.81% active;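 active = inhibition above the mean of all tested compounds plus 3 SD, set per screening campaign, cut at about 24% in these data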;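 note: plate controls were DMSO alone for no effect and ferristatin control at 100 nM for full effect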
GASC-1 inh – inhibitors of human GASC-1 (JMJD2C) demethylase; Q9H3R0; inhibition, % at 2.35 µM; 330,000 tested, 0.069% active; GST-JMJD2C(1-420) H3K9me3 demethylation, DELFIA europium;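 active = more than half of a compound's replicate wells show inhibition beyond 50%, single wells judged on their own value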;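 note: signal counts dimethyl H3K9 product captured on neutravidin plate; 0% = median of DMSO wells and 100% = 0.3 times that DMSO median; strong numbers were not always called active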
Active calls of the source: *; . = not tested or not shown. The order is random (roughly 2.9% active in at least one column).

SMILES	PP1 counter	Efflux pump mplx	proCasp3 act	CTSL1 counter	PP5 inh	proCasp7 act	core dimer inh	TPT1 inhibitor	GASC-1 inh
CC(C)C[C@H](NC(=O)c1[nH]cnc1C(=O)Nc1ccccc1)C(=O)OC(C)(C)C	7	-0.1	-8	7	9.8*	6	1	-4	5
CCC(C)n1c(=N)c(C#N)cc2c(=O)n3cc(C)ccc3nc21 (stereo unspecified)	-3	0.0	-25	7	-0.8	-23	3	0	17
C(=N\Nc1nc(-c2ccccn2)nc2ccccc12)/c1ccccc1	-2	0.3	-2	-2	2.8	7	-4	3	3
COc1ccc(Cl)cc1NC(=O)C(=O)N/N=C/c1cc(C)n(-c2ccc(C)cc2)c1C	3	0.1	-9	-1	1.2	11	29	-1	-3
N/C(CSc1ccc(Cl)cc1)=N\S(=O)(=O)c1ccc(Cl)cc1	-1	-0.2	4	2	4.0	8	-7	-5	-3
O=C(CN1C(=O)c2cccnc2Oc2ccc(Cl)cc21)NCCCc1ccccc1	1	0.1	1	-1	1.4	-5	11	-1	-5
CCOC(=O)N1CCN(CCC(=O)Nc2ccc(OC)cc2)CC1	0	0.1	-2	3	-1.0	1	3	0	1
Cc1cc2oc(=O)cc(Cn3ccnc3)c2cc1Cl	-1	-0.1	4	-6	0.3	16	3	-5	-1
COc1ccc(CNC(=O)Nc2cc(C)ccc2C)cc1	-4	0.0	4	-1	0.9	4	-7	4	11
Cc1cc(C)nc(-n2ncc3c2CC(c2ccccc2)CC3=O)n1 (stereo unspecified)	8	0.0	4	-5	-0.8	10	1	-1	-11
COc1cc(OC)cc(-c2c(-c3ccc(F)cc3)c3cc(-c4cnc(OC)nc4)ccc3n2C)c1	-4	0.2	7	.	2.1	16	.	.	2
COc1ccccc1C(=O)Nc1ccnn1C1CCN(C(C)CSC)CC1 (stereo unspecified)	1	0.0	6	1	2.7	11	-2	-3	-22
O=S(=O)(/C=C/c1ccccc1)NCc1ccccc1Cl	-3	0.2	-10	-1	1.5	-1	3	3	-38
CCOC(=O)c1ccc(N2C(=O)C3C(/C=C/c4ccccc4)OC4(C(=O)c5ccccc5C4=O)C3C2=O)cc1 (stereo unspecified)	-1	0.0	-4	3	1.9	4	26	0	23
COCC(=O)Nc1nc2ccc(S(C)(=O)=O)cc2s1	-4	0.0	0	4	-0.4	3	3	1	4
CCCCC/S(CC1CC1(Cl)Cl)=N\S(=O)(=O)c1ccc(C)cc1 (stereo unspecified)	-1	0.0	-1	3	3.0	3	3	-4	-15
Cn1nccc1NC(=O)Nc1cccc(Cl)c1	-6	0.0	-8	10	-1.5	4	-2	2	6
CCOC(=O)CSc1nnc(CNC(=O)c2cccs2)n1CCc1ccccc1	-2	0.2	-1	-18	3.0	10	-1	-1	-1
O=C(O)c1ccc(S(=O)(=O)c2ccc3c(c2)C(=O)N(c2ccccc2[N+](=O)[O-])C3=O)cc1	-5	0.0	-8	2	1.6	-2	7	2	29
c1ccc(CC2CCN(c3nnnn3-c3ccccc3)CC2)cc1	8	0.2	-3	3	4.5	-9	20	-2	-15
COCCCn1c(C2CCCCC2)nc2oc3cc(OC)ccc3c(=O)c2c1=O	3	0.0	-4	2	-0.4	6	0	-4	2
CC(=O)c1c(C)[nH]c(C(=O)OCC(=O)c2c[nH]c3ccccc23)c1C	-4	-0.3	0	.	3.0	-9	.	.	.
C=C1C(=O)[C@@]23[C@H](O)C[C@@H]4C(C)(C)CC[C@H](O)[C@]4(C)[C@@H]2C[C@H](O)[C@@H]1[C@H]3O	-4	-0.1	1	2	2.1	4	-15	-4	7
C=C(C)c1cccc(C(C)(C)NC(=O)N2CCN(c3ncccn3)CC2)c1	0	-0.1	-3	1	-1.1	-1	3	-2	-4
CC(=O)N1CCCc2cc(S(=O)(=O)Nc3ccc(C)cc3C)ccc21	-1	0.1	0	-2	2.5	1	-7	-3	2
CCOC(=O)C1(Cc2cccc(Cl)c2)CCCN(C(=O)CCN2CCCC2=O)C1 (stereo unspecified)	0	-0.1	0	-1	3.9	-4	-7	-3	-14
Cn1c(=O)[nH]c(=O)c2c1nc(N1CCCC1)n2CCCSc1nnnn1-c1ccccc1	-1	-4.3	-6	3	1.8	-5	-12	-3	-1
COC1=C(Nc2ccc(C)cc2)C(=O)c2ccccc2C1=O	4	0.3	-10	-6	8.1	-25	-47	-9	7
CC1(C)Cc2cccc(C(=O)NCc3ccco3)c2O1	-2	-0.2	-7	4	-2.7	0	-1	-3	6
COc1ccccc1NC(=O)c1ccc(NC(=O)CN2CCN(C(=O)c3ccco3)CC2)cc1	-2	0.2	-4	1	-2.2	9	1	0	-3

4 of the compounds above, field by field:
smiles: CCOC(=O)C1(Cc2cccc(Cl)c2)CCCN(C(=O)CCN2CCCC2=O)C1 (stereo unspecified)
  PP1 counter = 0
  Efflux pump mplx = -0.1
  proCasp3 act = 0
  CTSL1 counter = -1
  PP5 inh = 3.9
  proCasp7 act = -4
  core dimer inh = -7
  TPT1 inhibitor = -3
  GASC-1 inh = -14

smiles: Cn1c(=O)[nH]c(=O)c2c1nc(N1CCCC1)n2CCCSc1nnnn1-c1ccccc1
  PP1 counter = -1
  Efflux pump mplx = -4.3
  proCasp3 act = -6
  CTSL1 counter = 3
  PP5 inh = 1.8
  proCasp7 act = -5
  core dimer inh = -12
  TPT1 inhibitor = -3
  GASC-1 inh = -1

smiles: COC1=C(Nc2ccc(C)cc2)C(=O)c2ccccc2C1=O
  PP1 counter = 4
  Efflux pump mplx = 0.3
  proCasp3 act = -10
  CTSL1 counter = -6
  PP5 inh = 8.1
  proCasp7 act = -25
  core dimer inh = -47
  TPT1 inhibitor = -9
  GASC-1 inh = 7

smiles: CC1(C)Cc2cccc(C(=O)NCc3ccco3)c2O1
  PP1 counter = -2
  Efflux pump mplx = -0.2
  proCasp3 act = -7
  CTSL1 counter = 4
  PP5 inh = -2.7
  proCasp7 act = 0
  core dimer inh = -1
  TPT1 inhibitor = -3
  GASC-1 inh = 6

Additional structures follow.
SMILES	PP1 counter	Efflux pump mplx	proCasp3 act	CTSL1 counter	PP5 inh	proCasp7 act	core dimer inh	TPT1 inhibitor	GASC-1 inh
O=c1cnc2cc([N+](=O)[O-])ccc2[nH]1	1	-0.1	0	0	2.7	2	5	1	1
CCN(Cc1ccncc1)Cc1cn[nH]c1-c1cc(OC)c(OC)c(OC)c1	-4	0.0	11	1	-0.2	-2	-2	1	1
O=C(c1ccc(F)cc1)N1CCN(c2ncccn2)CC1	-6	0.2	-3	-8	1.0	3	-5	6	-3
CC(C)(Oc1ccc(Cl)cc1)C(=O)O/N=C(\N)c1ccncc1	-1	-0.1	-1	-23	-0.3	1	-12	-4	-2
Cc1ccn2cc(CCNC(=O)CC3CCCCC3)nc2c1	-1	-0.1	3	-3	-0.8	-7	-10	-5	-25
COc1ccc(CNC(=O)C(C)n2nc(C)c3c(C)n(-c4ccc(C)cc4)nc3c2=O)cc1 (stereo unspecified)	-2	-0.3	-4	2	-0.7	10	6	0	3
Cc1ccc(NC(=S)NCCSc2ccc(Cl)cc2)cc1	5	0.1	2	0	4.4	-2	-3	2	5
O=C(NCc1nnc(SCC(=O)N2CCCc3ccccc32)o1)c1c(F)cccc1Cl	-2	0.7	6	1	-0.9	5	1	1	7
CCc1cc(C(=O)OCC(=O)N2CCC(c3ccccc3)=N2)sc1C	5	0.2	-5	-4	0.5	3	17	1	0
CC1(C)CC(=O)C(C(N)=NC(=O)c2ccc([N+](=O)[O-])cc2)=C(O)C1	6	-0.2	0	1	-0.6	-2	-5	-3	20
Cc1cccc(NCc2ccccc2OCc2ccccc2F)c1	2	0.2	-2	-4	3.2	-4	8	-2	0
O=C(Cn1cc(C(=O)c2ccco2)c2ccccc21)Nc1ccccc1F	-5	0.2	0	4	1.3	2	2	5	9
CN(C)/C(=N\S(=O)(=O)c1ccccc1)c1ccc(F)cc1	-5	0.2	6	-4	2.0	-6	-13	4	4

Molecules from the list above with a furan ring, fused or not, in the order listed:
SMILES	PP1 counter	Efflux pump mplx	proCasp3 act	CTSL1 counter	PP5 inh	proCasp7 act	core dimer inh	TPT1 inhibitor	GASC-1 inh
CC1(C)Cc2cccc(C(=O)NCc3ccco3)c2O1	-2	-0.2	-7	4	-2.7	0	-1	-3	6
COc1ccccc1NC(=O)c1ccc(NC(=O)CN2CCN(C(=O)c3ccco3)CC2)cc1	-2	0.2	-4	1	-2.2	9	1	0	-3
O=C(Cn1cc(C(=O)c2ccco2)c2ccccc21)Nc1ccccc1F	-5	0.2	0	4	1.3	2	2	5	9
